Source: PubChem BioAssay (several laboratories)
AGP1 TOR yeast – modulators of AGP1-GFP expression in yeast TOR pathway, primary screen, cell-based, multiplex flow cytometry, S. cerevisiae, MLPCN library | 3 h; GFP as percent of DMSO wells | GFP response vs DMSO, % at 10 µM | actives 0.02% (n = 320,000) | AID 2066, 2009;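 active means GFP response relative to DMSO above a set limit, near screen average plus 3 SD, cut at about 150% in these data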;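 further: median GFP channel fluorescence of the gated AGP1 strain per well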
MEX-5 binding – MEX-5 zinc finger RNA-binding disruptors – biochemical, C. elegans, fluorescence polarization, MLPCN library, primary screen; MEX-5/FITC-TCR2 RNA binding; active compounds read low; activity score (negative = inhibition of binding), % at 10 µM; actives 0.38% (n = 300,000); AID 1832, 2009;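 active means inhibition past about -25% in most replicates, and total fluorescence under double the plate's negative control median, limit read from the data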;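 further: 0% = DMSO and -100% = 5 µM competing unlabeled TCR2 RNA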
Fam108B inh – mouse Fam108B serine hydrolase inhibitors, primary screen, counter-screen for RBBP9 inhibitor project, biochemical, fluorescence polarization | recombinant Fam108B, FP-Rh probe fluorescence polarization | inhibition, % at 9.51 µM | actives 0.33% (n = 300,000);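 active means inhibition above the screen mean inhibition plus 3 SD, computed separately per campaign, cut at about 18% in these data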;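 further: inhibitors lower polarization as less probe binds the enzyme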
MCL1 BIM primary – inhibitors of MCL1 binding to BIM-BH3, primary screen, biochemical, fluorescence polarization | actives 0.68% (n = 320,000) | GST-MCL1 / FITC-Bim-BH3 fluorescence polarization | inhibition, % at 10.9 µM | AID 2057, 2009;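 active means inhibition above the mean inhibition of all tested compounds plus 3 SD, set per campaign, cut at about 40% in these data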;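 further: 0% = DMSO wells and 100% = unlabeled Bim-BH3 peptide control; higher means more loss of mP so more displacement of Bim peptide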
GRK2 inh – compounds blocking aptamer binding on GRK2 – biochemical, human GRK2, bead flow cytometry, HTS, primary screen; Beta-adrenergic receptor kinase 1 (Homo sapiens), P25098; FAM-aptamer displacement from GRK2; inhibition of aptamer binding, % at 10 µM; actives 0.59% (n = 330,000); AID 488847, 2010;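 active means inhibition of aptamer binding above 40%, roughly 3 SD of noise, on plates passing a quality check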;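 further: median bead fluorescence of bound FAM aptamer so fluorescent compounds give negative values; no value below 0 was filed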
GLD-1 TGE inh – GLD-1/TGE RNA complex disruptors, primary screen, biochemical, fluorescence polarization; Female germline-specific tumor suppressor gld-1 (Caenorhabditis elegans), Q17339; purified GLD-1 + fluorescein TGE RNA; actives 0.44% (n = 320,000); inhibition, % at 5.96 µM;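 active means percent inhibition above a per-plate cutoff, the plate mean of test compounds plus 3 SD, cut at about 30% in these data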;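 further: 0% = DMSO wells with GLD-1 and probe and 100% = wells lacking GLD-1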
BCLXL inh – inhibitors of human Bcl-xL, primary screen, biochemical, fluorescence polarization, HTS; actives 0.7% (n = 320,000); inhibition, % at 10.9 µM; GST-Bcl-xL / FITC-Bim BH3 peptide fluorescence polarization; AID 2129, 2009; Bcl-2-like protein 1 (Homo sapiens), Q07817;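 active means inhibition above the mean of all tested compounds plus 3 SD, cutoff set per campaign, cut at about 30% in these data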;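 further: 0% = DMSO wells and 100% = unlabeled Bim-BH3 peptide competitor; inhibitors lower millipolarization by displacing the labeled peptide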
VLA-4 inh – inhibition in human VLA-4 binding assay, primary screen, VLA-4 allosteric modulator project, MLPCN library, flow cytometry, VLA-4 expressing cells. inhibition, % (about 7 µM as worked out from the volumes in the protocol). actives 0.2% (n = 330,000). ligand binding flow cytometry. AID 2557, 2010; in the data active means inhibition above about 50%
Target sequence (P13612 whole entry, looked up): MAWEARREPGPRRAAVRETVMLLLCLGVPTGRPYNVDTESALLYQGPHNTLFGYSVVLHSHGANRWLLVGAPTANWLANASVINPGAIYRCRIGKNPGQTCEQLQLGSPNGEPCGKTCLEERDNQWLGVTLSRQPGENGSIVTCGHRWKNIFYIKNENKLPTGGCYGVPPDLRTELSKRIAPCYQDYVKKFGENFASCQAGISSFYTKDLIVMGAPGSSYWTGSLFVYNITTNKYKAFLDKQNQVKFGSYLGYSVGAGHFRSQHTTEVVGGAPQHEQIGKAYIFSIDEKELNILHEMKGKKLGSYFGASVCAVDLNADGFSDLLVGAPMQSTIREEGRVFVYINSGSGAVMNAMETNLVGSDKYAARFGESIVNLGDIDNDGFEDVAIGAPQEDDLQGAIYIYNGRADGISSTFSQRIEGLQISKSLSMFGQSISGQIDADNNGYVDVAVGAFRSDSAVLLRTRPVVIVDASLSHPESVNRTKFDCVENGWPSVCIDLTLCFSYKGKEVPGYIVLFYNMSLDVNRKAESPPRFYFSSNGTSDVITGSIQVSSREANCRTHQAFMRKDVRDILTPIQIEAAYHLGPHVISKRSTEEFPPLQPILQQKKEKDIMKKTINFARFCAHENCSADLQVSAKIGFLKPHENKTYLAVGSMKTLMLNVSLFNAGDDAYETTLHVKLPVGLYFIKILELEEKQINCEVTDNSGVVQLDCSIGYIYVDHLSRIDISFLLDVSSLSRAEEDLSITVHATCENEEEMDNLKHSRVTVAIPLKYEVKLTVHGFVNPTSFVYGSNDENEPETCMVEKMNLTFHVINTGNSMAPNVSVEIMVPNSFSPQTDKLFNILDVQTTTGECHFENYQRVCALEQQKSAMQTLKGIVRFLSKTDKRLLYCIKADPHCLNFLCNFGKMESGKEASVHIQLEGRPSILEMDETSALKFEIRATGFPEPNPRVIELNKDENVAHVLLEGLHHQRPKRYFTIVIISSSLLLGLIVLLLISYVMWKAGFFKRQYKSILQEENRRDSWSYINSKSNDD
CIT2-GFP yeast – modulators of CIT2-GFP expression in yeast, primary screen, S. cerevisiae, GFP fusion, multiplex flow cytometry, MLPCN library; S. cerevisiae CIT2-GFP strain, 3 h; 100 means same as DMSO wells; GFP response vs DMSO, % at 10 µM; actives 0.065% (n = 320,000);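 active means GFP response relative to DMSO above a set limit, near the screen mean plus 3 SD, cut at about 150% in these data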;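 further: ratio of well median GFP fluorescence to mean of DMSO wells on the plate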
Active calls of the source: *; / = no result given.

SMILES | AGP1 TOR yeast | MEX-5 binding | Fam108B inh | MCL1 BIM primary | GRK2 inh | GLD-1 TGE inh | BCLXL inh | VLA-4 inh | CIT2-GFP yeast
COc1ccc(-c2nc3n(n2)C(c2ccccc2Cl)C(C(N)=O)=C(C)N3)cc1 (centres undefined) | 110 | -2.4 | 0 | 1 | 0 | 4 | -2 | -14 | 100
C=CCc1cccc(CNc2cnc3ccccc3c2)c1O | 96 | 3.5 | 4 | 5 | 0 | 8 | 4 | 8 | 94
NC(=O)CC[C@@H]1NC(=O)[C@H](CO)NC(=O)c2cc([N+](=O)[O-])cc(I)c2NCC[C@@H](C(N)=O)NC(=O)[C@H](Cc2ccc(O)cc2)NC1=O | / | -5.8 | 3 | 6 | / | 1 | 9 | / | /
O=C(COC(=O)CCN1C(=O)c2cccc([N+](=O)[O-])c2C1=O)NCc1ccccc1 | 84 | 0.9 | -3 | -6 | 1 | -2 | 6 | 0 | 94
Cc1ccc(-c2c(C)sc3nc(CN4CCN(CC(=O)NC5CC5)CC4)[nH]c(=O)c23)cc1 | 102 | / | / | 9 | 0 | 5 | 8 | -16 | 94
Cc1cc(C)c(NC(=O)Cn2nnc(C(=O)NCc3ccc4c(c3)OCO4)c2N)c(C)c1 | 99 | -1.6 | -9 | 7 | 0 | -5 | 5 | 2 | 103
CC(CC(=O)N(C)c1c(N)n(Cc2ccccc2)c(=O)[nH]c1=O)c1ccccc1 (centres undefined) | 103 | -2.9 | 3 | -2 | 0 | 0 | 0 | 1 | 106
O=C(CCN1C(=O)C2C3C=CC(C3)C2C1=O)NCCc1ccccc1 (centres undefined) | 107 | 2.5 | 4 | -1 | 0 | 5 | -2 | 4 | 96
CC1(OCON)CCCc2ccccc21 (centres undefined) | 72 | -0.1 | -4 | -6 | 0 | 7 | -2 | -31 | 65
O=C(NCCCCl)C1CC(=O)N(CCc2ccc(F)cc2)C1 (centres undefined) | 105 | -0.8 | 1 | 2 | 0 | 4 | 4 | 9 | 102
Cc1ccc(C(=O)CCC(=O)Nc2ccccc2C)c(C)c1 | 95 | 1.0 | -3 | -3 | 3 | 3 | -1 | 10 | 98
CC(CNC(=O)C1CCCCC1)NC(=O)C1CCCCC1 (centres undefined) | 99 | 4.5 | 4 | -6 | 5 | 2 | -1 | 11 | 95
O=C(NC1CCCCCC1)C(=S)NCc1ccccc1 | 98 | 0.2 | -2 | 5 | 0 | -1 | 7 | 4 | 97
CC1=NN(C(=O)CCc2ccccc2)C(c2ccccc2)C1 (centres undefined) | 105 | 0.6 | 0 | 3 | 2 | -4 | 3 | -4 | 104
CCOC(=O)c1[nH]c2c(c1-c1ccccc1)C(=O)CC(c1ccc(OC)c(OC)c1)C2 (centres undefined) | 100 | -0.6 | 0 | 0 | 0 | 0 | 0 | -4 | 100
O=C(NC(=S)Nc1ccccc1N1CCN(C(=O)c2ccccc2)CC1)c1ccccc1F | 107 | 0.2 | -11 | -1 | 0 | -2 | -3 | 11 | 91
O=C(O)CCN1CC2([N+](=O)[O-])CC=C(OCCO)C([N+](=O)[O-])(C1)C2 (centres undefined) | 100 | 0.1 | 3 | 3 | 1 | -3 | 1 | 2 | 105
Cc1ccc(S(=O)(=O)NCC(C)n2nc(C)cc2C)cc1 (centres undefined) | 84 | 1.6 | 4 | -10 | 1 | 1 | 1 | -1 | 90
O=C(O)C(Cc1ccccc1)N1C(=O)c2cccc3cccc(c23)C1=O (centres undefined) | 112 | 0.2 | 3 | 3 | 0 | -2 | 4 | 10 | 101
COCCNC(=O)c1ccc(N2CC3CC(C2)c2cccc(=O)n2C3)c(NC(=O)c2cc(OC)cc(OC)c2)c1 (centres undefined) | 94 | 2.6 | -2 | -1 | 0 | 1 | 4 | 2 | 101
Cc1ccc(C)c(NC(=O)C(=O)NCc2ccccn2)c1 | 105 | 0.5 | 3 | 11 | 0 | 2 | 6 | -1 | 105
Cc1ccc(S(=O)(=O)Nc2ccccc2C(=O)Nc2sccc2C(=O)NN(C)C)cc1 | 99 | -0.8 | 3 | 1 | 0 | 0 | 2 | -1 | 97
Cc1onc(-c2ccccc2)c1-c1ccnc(N)n1 | 101 | 1.7 | -2 | 1 | 3 | 0 | 3 | -1 | 77
C=CCOC(=O)C1=C(C)NC(=O)NC1c1ccc(N(C)C)cc1 (centres undefined) | 103 | 1.0 | 1 | 0 | 2 | 5 | 0 | 2 | 102
Cc1[nH]c2ccc(C(=O)NC3CCCC3)cc2c1C | 93 | / | / | -3 | 1 | 4 | 0 | -26 | 99
O=c1c(Cc2ccccc2)c(O)ccn1Cc1ccc2c(c1)OCO2 | 95 | -0.6 | 1 | -3 | 0 | 3 | 1 | 24 | 95
COc1ccc(OC)c(S(=O)(=O)NC(C)c2ccc(-n3ccnc3)cc2)c1 (centres undefined) | 93 | / | / | 2 | 0 | 1 | 9 | 0 | 85
CN(C)c1cccc(C(=O)OCC(=O)NC2CCCC2)c1 | 96 | -7.9 | -1 | 0 | 3 | -32 | -2 | -5 | 102
C=CCn1c(NCCO)nc2sc3c(c2c1=O)CCC3 | 99 | -1.5 | -4 | -2 | 0 | -2 | 6 | -9 | 93
C=CCn1c(SCC(=O)O)nnc1-c1ccc(C(C)(C)C)cc1 | 105 | 1.2 | 5 | -9 | 1 | 6 | -15 | 3 | 104
CCOC(=O)C1CCN(S(=O)(=O)c2ccc(CN3C(=O)c4cccnc4C3=O)cc2)CC1 | 100 | 0.1 | -8 | -17 | 5 | -10 | -11 | 9 | 99
COc1ccccc1S(=O)(=O)NCc1ccc(C(=O)NC(C)c2ccccn2)cc1 (centres undefined) | 94 | / | / | 4 | 0 | 10 | 1 | -10 | 95
Cc1ccc2[nH]cc(S(=O)(=O)c3ccc(C(C)C)cc3)c(=O)c2c1 | 106 | 1.3 | -4 | 0 | 2 | 11 | 1 | 7 | 105
O=C(O)c1ccc(CSc2ccccn2)cc1 | 105 | 0.3 | 0 | 10 | 0 | -1 | 5 | -9 | 94
Cc1cccc(NS(=O)(=O)c2ccc(C(=O)NCCCN3CCCC3=O)cc2)c1C | 103 | -2.7 | -3 | 0 | 0 | 1 | 2 | -10 | 98
O=C(CN1C(=O)CC(c2ccccc2)=Nc2ccccc21)NC1CCCCC1 | 100 | 2.7 | 0 | 1 | 0 | -2 | 0 | 2 | 101
CCOC(=O)Cn1nnc(-c2ccc(OCC(C)C)cc2)n1 | 93 | 2.7 | 0 | 0 | 2 | 0 | 8 | 2 | 95
Cc1ccccc1CN1CCC(C(=O)Nc2ccc(Oc3cccnc3)cc2)CC1 | 109 | -2.0 | 2 | 10 | 0 | 4 | 6 | 12 | 113
CCNc1nc(NCC)nc(SCCOc2ccc(C)cc2)n1 | 83 | 1.3 | -7 | 2 | 2 | 2 | 4 | -9 | 81
COc1cc(CC(=O)NCCc2ccc(S(N)(=O)=O)cc2)cc(OC)c1OC | 92 | -0.4 | 3 | 3 | 2 | 1 | 4 | -7 | 94
Cc1cccc(NC(=O)CSc2nc(C3CC3)nc3ccccc23)c1 | 104 | 0.7 | 1 | 0 | 0 | -1 | 0 | 9 | 95
O=[N+]([O-])c1ccc(P(=O)(Cc2ccccc2)c2ccccc2O)cc1 (centres undefined) | 101 | 1.8 | -1 | 6 | 3 | -8 | 6 | -4 | 100
O=C(CCCCCNc1nc(=S)[nH]c2ccccc12)NCc1ccccc1Cl | 107 | -2.4 | -2 | 8 | 0 | -2 | 7 | 8 | 97
Cc1ccc(Nc2c(-c3ccccc3O)nc3cnccn23)cc1 | 87 | -0.9 | -2 | 0 | 3 | 1 | 4 | 6 | 69
CC(=O)c1ccc(NC(=O)C2C3CCC(C3)C2C(=O)O)cc1 (centres undefined) | 109 | 0.0 | 3 | -8 | 1 | 10 | 7 | 5 | 121
CCCOc1ccc(C(=O)Nc2nc(C)c(Cc3ccc4c(c3)OCO4)s2)cc1 | 105 | 0.3 | -2 | 2 | 0 | 3 | -1 | 6 | 104
O=C(Cc1c(F)cccc1Cl)OCC(=O)N1CCc2ccccc21 | 103 | / | / | / | 5 | 3 | / | -1 | 89
COc1ccc(NC(=O)c2ccc3c(SCC(=O)O)c4c(nc3c2)CCCC4)c(OC)c1 | 92 | 0.4 | 0 | 5 | 1 | 2 | 6 | -1 | 88

10 compounds out of the list, ordered by SMILES length, largest number first:
SMILES | AGP1 TOR yeast | MEX-5 binding | Fam108B inh | MCL1 BIM primary | GRK2 inh | GLD-1 TGE inh | BCLXL inh | VLA-4 inh | CIT2-GFP yeast
COc1ccc(NC(=O)c2ccc3c(SCC(=O)O)c4c(nc3c2)CCCC4)c(OC)c1 | 92 | 0.4 | 0 | 5 | 1 | 2 | 6 | -1 | 88
COc1cc(CC(=O)NCCc2ccc(S(N)(=O)=O)cc2)cc(OC)c1OC | 92 | -0.4 | 3 | 3 | 2 | 1 | 4 | -7 | 94
O=C(CN1C(=O)CC(c2ccccc2)=Nc2ccccc21)NC1CCCCC1 | 100 | 2.7 | 0 | 1 | 0 | -2 | 0 | 2 | 101
O=C(CCCCCNc1nc(=S)[nH]c2ccccc12)NCc1ccccc1Cl | 107 | -2.4 | -2 | 8 | 0 | -2 | 7 | 8 | 97
CC(=O)c1ccc(NC(=O)C2C3CCC(C3)C2C(=O)O)cc1 (centres undefined) | 109 | 0.0 | 3 | -8 | 1 | 10 | 7 | 5 | 121
Cc1cccc(NC(=O)CSc2nc(C3CC3)nc3ccccc23)c1 | 104 | 0.7 | 1 | 0 | 0 | -1 | 0 | 9 | 95
O=C(Cc1c(F)cccc1Cl)OCC(=O)N1CCc2ccccc21 | 103 | / | / | / | 5 | 3 | / | -1 | 89
Cc1ccc(Nc2c(-c3ccccc3O)nc3cnccn23)cc1 | 87 | -0.9 | -2 | 0 | 3 | 1 | 4 | 6 | 69
CCOC(=O)Cn1nnc(-c2ccc(OCC(C)C)cc2)n1 | 93 | 2.7 | 0 | 0 | 2 | 0 | 8 | 2 | 95
CCNc1nc(NCC)nc(SCCOc2ccc(C)cc2)n1 | 83 | 1.3 | -7 | 2 | 2 | 2 | 4 | -9 | 81
